sEH activator: soluble epoxide hydrolase (human) activation; AID 717; P34913; purified human sEH enzymatic activity, activator screen; activation, % at 2 µM; hit rate 0.04% among 91,000; in the data active = activation above about 37%; note: values of inactives mirror those of a sister screen read the other way
Target sequence (P34913 whole entry, looked up): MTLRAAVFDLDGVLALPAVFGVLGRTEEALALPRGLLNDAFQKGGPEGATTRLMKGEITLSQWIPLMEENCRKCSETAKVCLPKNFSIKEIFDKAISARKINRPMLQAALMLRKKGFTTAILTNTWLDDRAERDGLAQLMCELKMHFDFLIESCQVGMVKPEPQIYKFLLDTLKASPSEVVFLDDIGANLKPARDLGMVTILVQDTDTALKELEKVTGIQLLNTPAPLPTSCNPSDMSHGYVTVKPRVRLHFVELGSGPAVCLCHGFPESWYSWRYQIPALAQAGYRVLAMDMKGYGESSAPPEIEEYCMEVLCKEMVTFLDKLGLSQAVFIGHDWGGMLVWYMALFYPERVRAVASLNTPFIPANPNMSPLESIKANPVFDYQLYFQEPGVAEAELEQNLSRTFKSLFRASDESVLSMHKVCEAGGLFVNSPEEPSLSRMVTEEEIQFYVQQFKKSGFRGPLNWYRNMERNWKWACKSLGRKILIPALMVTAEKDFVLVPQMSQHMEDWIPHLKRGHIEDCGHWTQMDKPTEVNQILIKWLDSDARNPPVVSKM
sEH inh: soluble epoxide hydrolase (human) inhibition | P34913 | recombinant human sEH enzymatic activity assay | inhibition, % at 2 µM | hit rate 0.34% among 91,000; in the data active = inhibition above about 80%; note: values of inactives mirror those of a sister screen read the other way; many of its hits are not listed in these tables
TNFa cytotox: HUVEC cytotoxicity counter-screen, TNF alpha stimulated | HUVEC TNFalpha-stimulated, Hoechst cell count, imaging | hit rate 0.17% among 93,000 | AID 848 | cell count reduction, % at 2 µM;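 active = cell count reduction exceeding the screen mean by over 5 SD, scaled to untreated wells per plate, cut at about 78% in these data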;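 note: cells counted after 24 h of TNF alpha exposure following the 1 h pretreatment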
Calb biofilm kill: kills Candida albicans biofilms | C. albicans biofilm + clotrimazole, Alamar Blue | inhibition, % at 6 µM | hit rate 0.14% among 85,000;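 active = inhibition above 20%; inactive = inhibition below 20%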;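 note: preformed 24 hr biofilms exposed to compound for 48 hr; 0% = biofilm without compound and 100% = blank killed by clotrimazole plus chlorhexidine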
ERb SRC1 inh: blocks coactivator binding to human estrogen receptor beta. Q92731. TR-FRET ER-beta LBD / SRC1-Cy5 peptide binding; receptor agonist-loaded with 1 µM estradiol. inhibition, % at 25.6 µM. hit rate 1.3% among 86,000. AID 633;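 active = compounds whose percent inhibition of the receptor-coactivator binding signal exceeds about 50% in the single-dose screen, limit read from the data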;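 note: 0% = receptor plus peptide wells without compound and 100% = peptide-only wells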
Target sequence (Q92731 whole entry, looked up, the tested form may be a part): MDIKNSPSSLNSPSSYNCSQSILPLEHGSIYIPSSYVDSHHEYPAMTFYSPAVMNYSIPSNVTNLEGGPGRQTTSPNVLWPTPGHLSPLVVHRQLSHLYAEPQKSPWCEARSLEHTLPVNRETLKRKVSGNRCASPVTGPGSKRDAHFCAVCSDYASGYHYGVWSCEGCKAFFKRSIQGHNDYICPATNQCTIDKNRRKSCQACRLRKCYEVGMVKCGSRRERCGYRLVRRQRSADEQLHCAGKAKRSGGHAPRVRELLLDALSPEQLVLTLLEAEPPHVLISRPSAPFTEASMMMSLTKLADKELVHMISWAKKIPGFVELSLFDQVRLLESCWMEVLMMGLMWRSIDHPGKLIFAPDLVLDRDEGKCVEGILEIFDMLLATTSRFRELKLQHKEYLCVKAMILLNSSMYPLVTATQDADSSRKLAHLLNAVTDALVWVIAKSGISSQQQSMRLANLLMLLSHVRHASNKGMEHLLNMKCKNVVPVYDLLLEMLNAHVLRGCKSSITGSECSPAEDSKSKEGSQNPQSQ
IL1B cytotox: toxic to HUVEC cells under IL-1B stimulation; HUVEC cell count loss, Hoechst imaging, IL-1B stimulated; cell count reduction, % at 2 µM; hit rate 0.41% among 94,000;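 active = cell count reduction more than 3 SD above the screen-wide mean, cut at about 70% in these data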;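 note: normalized per plate to untreated control cells as the no-loss baseline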
VCAM1 TNFa inh: reduces TNF alpha induced VCAM1 expression in HUVEC. HUVEC TNFa-induced VCAM-1 immunofluorescence, high-content imaging. inhibition, % at 2 µM. hit rate 0.48% among 95,000;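 active = inhibition above the batch mean plus 3 SD, with images confirmed as a hit by eye, cut at about 37% in these data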;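 note: 0% = TNF-stimulated DMSO wells and 100% = unstimulated control wells; not every result past the cut was called active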
cytoskel mod: alters cytoskeleton assembly in HUVEC cells; hit rate 0.18% among 91,000; HUVEC TNFa F-actin phalloidin imaging, high content; inhibition, % at 2 µM;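 active = inhibition above the batch mean plus 3 SD and confirmed as a hit by visual image inspection, cut at about 30% in these data, passing the limit was not always enough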; note: strong numbers were not always called active
Smad3 FoxH1 inh: inhibitors of human Smad3 transcription factor binding; P84022; TR-FRET Smad3/Dy647-FoxH1 peptide binding, europium anti-His; inhibition, % at 25 µM; hit rate 0.29% among 88,000; AID 630;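 active = compounds that reduce the energy-transfer binding signal between the protein and its labelled peptide by more than half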;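 note: 0% = Smad3 plus labelled peptide maximal FRET and 100% = peptide-only background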
Active calls of the source: *; / = not tested or not shown; [ ] = another dose, or the depositor's remark.

Values run as follows: sEH activator	sEH inh	TNFa cytotox	Calb biofilm kill	ERb SRC1 inh	IL1B cytotox	VCAM1 TNFa inh	cytoskel mod	Smad3 FoxH1 inh
> C/C(CC(O)(/C=N/O)c1ccccc1)=N\O (stereo unspecified)
  -7	7	52	8	-6	-10	4	10	7
> CC(C)CNC(=O)c1ccccc1NC(=O)c1ccc(CN2CCOCC2)cc1
  3	1	-8	2	-4[fluorescence artefact?]	-8	-4	-1	10
> O=C(c1cccs1)N1CCN(Cc2nc3ccccc3c(=O)[nH]2)CC1
  -3	5	-9	8	-2	-5	18	-11	2
> O=c1cc(CNC2CCCCC2)c2ccccc2[nH]1
  -4	4	-22	8	46	-17	17	8	-2
> O=S(=O)(Nc1ccc(-n2cccc2)cc1)c1ccc(Cl)cc1Cl
  4	-1	-16	/	/	-12	-2	11	/
> COCCCN(C)C1CCN(C(=O)Nc2ccc(F)cc2)CC1
  -7	7	6	-1	-7	29	2	-5	-4
> C=CCOc1ccc(C(=O)NC2CCCCC2)cc1
  1	0	-2	4	7	5	-8	0	-6
> CCOC(=O)c1c(NC(=O)Cc2cccs2)sc(C(=O)N2CCCCC2)c1C
  -13	15	-12	11	-7	2	-10	14	3
> CC1(C)CC2CC(C)(CN2C(=O)C23CCC(C)(C(=O)O2)C3(C)C)C1 (stereo unspecified)
  9	-9	-8	/	-10	6	1	4	-5
> O=C(Nc1cc(Cl)ccc1N1CCOCC1)c1cnccn1
  -5	10	-38	/	-4	-22	14	-1	-3
> CCSCCOC(=O)C1=C(C)NC(=O)NC1c1ccc2c(c1)OCO2 (stereo unspecified)
  /	/	16	/	/	4	-4	21	/
> CC(NC(=O)Cn1cnc([N+](=O)[O-])n1)c1ccccc1 (stereo unspecified)
  19	-16	-23	/	/	8	8	-10	/
> CCOC(=O)N1CCN(CC(=O)Nc2c(C(=O)OC)[nH]c3ccccc23)CC1
  5	-5	-32	7	-10	-12	-5	-14	0
> CCc1nnc(NC(=O)CSc2nnc(C3CCCCC3)n2-c2cccc(Cl)c2)s1
  -10	12	/	-12	5	4	-1	6	4
> Cc1ccc(N2CCN(S(=O)(=O)N3CCCCCC3)CC2)cc1Cl
  -12	10	-30	/	-5[fluorescence artefact?]	5	1	0	4
> Cn1cc(C(CC(=O)O)C(=O)O)c2ccccc21 (stereo unspecified)
  9	-10	-37	2	1	10	9	/	-18
> COC(=O)[C@H](C(C)C)n1c(C)c(C(C)=O)c(C(C)=O)c1C
  -2	4	-3	-1	1[fluorescence artefact?]	-83	-15	/	-1
> CC1(C)NC(=O)N(CCOCCOc2ccccc2)C1=O
  -7	6	-13	-3	14	-4	23	-20	10
> COc1ccc(NC(=O)CSc2nnc(C)n2Cc2ccccc2)cc1
  28	-30	2	-1	0	-2	2	-17	-13
> CCNc1c([N+](=O)[O-])ncn1C
  -4	2	-13	1	24	12	1	/	15
> CCCCc1nc(NCCN)c(C#N)c2c1CSC(C)(C)C2
  -7	6	-12	3	1	-71	7	-10	2
> O=C(COc1ccccc1F)NC1CCN(Cc2ccccc2)CC1
  -4	4	-39	/	/	-5	-12	11	/
> CCOC(=O)c1cc2sc(C)cc2n1CC(=O)NCCc1ccccc1
  11	-8	/	3	-10[fluorescence artefact?]	11	-12	16	-209[fluorescence artefact?]
> COC(=O)c1[nH]c2ccc(F)cc2c1NC(=O)CCN1CCN(Cc2ccc3c(c2)OCO3)CC1
  4	-6	-30	7	-14	-2	4	-16	-2
> O=C1CCCc2c1cc(C(=O)NC1CCSC1=O)c(=O)n2-c1ccccc1 (stereo unspecified)
  -6	6	94*	4	-4	15	/	-66	2
> O=C(Nc1ccc(F)cc1F)c1sccc1SCc1cccc(C(F)(F)F)c1
  -8	8	15	/	/	-11	-9	11	/
> CCOc1ccc(C(=O)O)cc1OC
  -2	1	-56	/	/	-24	16	-13	/
> COc1ccc(NC(=O)CSc2ccccc2)c(OC)c1
  7	-3	4	7	-1[fluorescence artefact?]	4	-9	-17	4
> O=C(CN(c1ccccc1)S(=O)(=O)c1ccc(F)cc1)N1CCCCCC1
  3	-4	-2	5	9	14	10	17	-5
> COC(=O)c1cc(Br)c(=O)n(Cc2ccc3c(c2)OCO3)c1
  /	/	-14	4	8	/	13	1	-14

Following part.
Values run as follows: sEH activator	sEH inh	TNFa cytotox	Calb biofilm kill	ERb SRC1 inh	IL1B cytotox	VCAM1 TNFa inh	cytoskel mod	Smad3 FoxH1 inh
> Cc1ccc2c(c1)[C@H]1OCC[C@H]1[C@@H](c1ccncc1)N2
  1	-4	-21	4	-8[fluorescence artefact?]	-8	1	10	13
> COC(=O)c1cccc(N2C(=O)C(Cl)=C(N3CCOCC3)C2=O)c1
  7	-6	-39	3	-5	-98	-9	25	8
> CC(C)c1nc2sc3c(NCc4ccco4)ncnc3c2c2c1COC(C)(C)C2
  -7	7	-15	-4	41	4	-28	-3	-2
> COc1ccc(/C=N/c2nc3ccccc3n2C)cc1OC
  -11	8	-24	8	-16	-4	0	12	3
> NC12CC3CC(C1)CC(O)(C3)C2
  0	1	-18	10	0	12	-15	-1	-3
> COc1ccc(-c2csc(NC(=O)Cn3nc(C)cc3C)n2)cc1
  /	/	-48	-3	1[fluorescence artefact?]	23	-12	23	-3
> CCc1cc(OCCN2C(=O)NC(C)(C)C2=O)ccc1Cl
  3	-3	-12	4	2[fluorescence artefact?]	6	23	-20	12[fluorescence artefact?]
> CCOc1ccc(OCC)c(NS(=O)(=O)c2ccc3c(c2)CCN3C(=O)C2CCC2)c1
  4	-6	-15	9	-2[fluorescence artefact?]	24	4	-4	2
> COC(=O)Nc1nnc(Cc2ccc(OC)cc2)s1
  15	-13	-9	-1	-4	-1	-28	0	-1
> O=C(CSCC(=O)N1CCOCC1)Nc1nc(-c2ccc3c(c2)OCO3)cs1
  2	1	6	-3	-4	6	10	-22	-5
> COC(=O)CNC(=O)c1cccc(F)c1
  0	1	-13	3	-2	3	-2	1	1
> Cc1c(CCOC(=O)C2C3CC4CC(C3)CC2C4)sc[n+]1CC(=O)c1ccc(Br)cc1 (stereo unspecified)
  -4	3	-21	6	1	-31	5	-2	7
> CC(C)CNC(=O)C(=O)NNC(=O)C1CCCCC1
  3	-2	0	/	/	-56	17	1	/
> COC(=O)Cn1c(C)nc2c(sc3nc(C)cc(C)c32)c1=O
  -11	13	-8	5	-5	-7	13	8	2
> O=C(CSc1nnc(C2CC2)n1-c1ccccc1)NCc1ccco1
  -5	0	4	3	-7	0	5	6	-1
> CN1C(=O)CC(Sc2ncccc2C(=O)O)C1=O (stereo unspecified)
  6	-7	-30	7	3	-15	6	12	-12
> CCc1nnc(NC(=O)c2ccc(S(=O)(=O)NC3CCCCC3)cc2)s1
  1	2	-15	6	10	-28	5	9	0
> CCOC(=O)Cn1cc(C(=O)c2cccs2)c2ccccc21
  4	-1	0	4	-1	-16	-20	-5	0
> CC1=C(C(=O)OCC2CCCO2)C(c2ccccc2Cl)NC(=O)N1 (stereo unspecified)
  5	0	/	7	-1	19	-1	-1	-15
> COC(=O)c1nn(-c2ccccc2)c(=O)cc1Oc1ccc(Cl)cc1
  -3	2	-25	/	/	10	12	3	/
> COCCCn1c(-c2ccco2)nc2ccccc2c1=O
  3	-4	-8	-1	-9	-22	26	4	6
> Cc1cc(C)n(-c2cc(N3CCN(C(=O)c4cccc(Br)c4)CC3)ccc2[N+](=O)[O-])n1
  -2	3	-20	/	/	5	-15	-5	/
> O=C(NCC1CCCO1)C1CC(=O)N(C2CCCCCC2)C1 (stereo unspecified)
  -9	11	-13	2	1	-12	0	16	-5
> CC(C)Oc1ccc(CC2CC(=O)NC2=O)cc1 (stereo unspecified)
  -1	-1	-25	5	21	-54	-9	-11	-18
> COc1cc(S(=O)(=O)N2CCC(N3CCCCC3)CC2)ccc1-n1cnnn1
  0	0	-17	3	-1	-4	0	10	2
> C=CCNC(=O)CSc1ccc(Cl)cc1
  10	-12	-12	7	-7	-1	16	5	10
> C/C(=N\NC(=O)CSc1nc2nc(C)cc(C)n2n1)c1ccccc1
  16	-14	-15	/	/	-19	11	-2	/
> COc1cc(C)c(CNc2cccc(C)c2)cc1C
  1	-4	-14	0	-5	/	-6	7	8
> Cc1ccc(OCCn2c(CCNC(=O)C(C)C)nc3ccccc32)cc1
  -2	2	-28	/	/	/	10	7	/
> Cc1ccc2c3c1C1(C(=O)N3C(C)(C)CC2C)C(C#N)=C(N)Oc2cc(O)ccc21 (stereo unspecified)
  -7	7	-13	-3	10	-2	22	-8	11

Following part
Values run as follows: sEH activator	sEH inh	TNFa cytotox	Calb biofilm kill	ERb SRC1 inh	IL1B cytotox	VCAM1 TNFa inh	cytoskel mod	Smad3 FoxH1 inh
> Cc1ccc(C(c2sc3nc(C)nn3c2O)N2CCN(c3ccccc3)CC2)cc1 (stereo unspecified)
  18	-19	-81	0	4[fluorescence artefact?]	19	21	55	-10[fluorescence artefact?]
> COc1ccc(Cl)cc1C(=O)Nc1ccc(NC(=O)c2ccco2)cc1
  1	0	-9	6	16[fluorescence artefact?]	9	-13	-4	6
> Cn1c(SCC(=O)CC(=O)Nc2ccccc2)nnc1-c1ccc(O)cc1
  -10	15	-24	7	-14[fluorescence artefact?]	-8	8	0	5
> CCOC(=O)Cn1ncc(-c2ccccc2)c1N
  -4	-1	6	6	-1	-154	-2	6	0
> Cc1noc(C)c1COc1ccc(C(=O)OCC(=O)N2c3ccccc3NC(=O)C2(C)C)cc1
  -6	6	-54	-4	68*	-10	-6	/	-14
> CCCS(=O)(=O)N1CCC(C(=O)NC2CCCCC2C)CC1 (stereo unspecified)
  /	/	-6	2	-2[fluorescence artefact?]	-6	2	-2	-8
> O=C(CSc1nnc(-c2cccs2)o1)N1CCc2ccccc21
  /	/	-22	7	-6[fluorescence artefact?]	-14	4	-14	3
> Cc1ccc(C)c(N2CCN(C(=O)c3cc4ccccc4oc3=O)CC2)c1
  -8	7	-1	10	-6	1	-7	4	1
> CCOC(=O)CN(C(=O)CSc1nnc(COc2ccc(OC)cc2)n1C)c1ccccc1
  14	-12	-14	4	7	-5	-6	24	2
> O=C1c2ccccc2C(=O)N1CCCn1c(=O)oc2ccccc21
  9	-5	-6	7	-35	19	3	-29	8
> c1ccc2c(N3CCCCC3)ncnc2c1
  3	-5	-7	4	-14	-116	6	3	7
> O=C(Cc1csc(Nc2nc(=S)[nH]c3ccccc23)n1)NCc1cccc(Cl)c1
  -10	10	-28	/	/	-29	9	30	/
> Cc1cc(C(F)(F)F)c2c(=O)[nH]c(=O)n(Cc3ccccc3)c2n1
  1	-1	12	4	14[fluorescence artefact?]	17	2	12	-1
> O=C(c1cnsn1)N1CCN(c2ccccn2)CC1
  7	-9	54	2	1	-10	27	5	-6
> Cc1occc1C(=O)NCc1cccs1
  -6	4	/	/	/	8	-10	9	/
> O=C(O)CSc1ncnc2c1oc1ccccc12
  -5	3	-2	6	-8	-18	3	/	11
> COc1ccc(N2C(=O)CCC(C(=O)O)C2c2ccc(F)cc2)cc1 (stereo unspecified)
  5	-5	-39	-1	-5	-144	7	-6	2
> O=C(NCCO)c1ccc2nc(-c3ccco3)c(-c3ccco3)nc2c1
  3	-1	-19	4	87*[fluorescence artefact?]	-5	-2	-4	16
> O=C(CNS(=O)(=O)c1ccc(C(=O)N2CCOCC2)cc1)N1CCOCC1
  /	/	-8	6	-5	15	-2	-26	4
> O=[N+]([O-])c1ccc2c(c1)C(N1CCOCC1)/C(=C/COc1ccc(F)cc1)O2 (stereo unspecified)
  0	2	0	/	/	-18	2	-9	/
> Cc1cccc(CSc2ncc(CO)n2C)c1
  1	-3	-12	/	/	4	7	8	/

Bioassay records from PubChem BioAssay.

A portion of the library (hit frequency here may not be typical).
